Screens deposited in PubChem by National Center for Advancing Translational Sciences (NCATS).
HCMV antiviral: qHTS Assay for inhibitors of the human cytomegalovirus (HCMV); HFF cells, HCMV-luciferase reporter, 72 h; active compounds read low; activity change, negative = inhibition, % at 57.5 µM; 410,000 tested, 4.5% active; in the data active = activity change below about -60%; inconclusive = no clear call, values can overlap the other calls; inactive = above about -39%
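Screen run at 2 compound doses on HFFs infected with reporter HCMV, MOI 1 PFU/cell. Luciferase activity from cell lysates at 72 h post infection gave inhibition relative to buffer-only and Salinomycin wells.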
HCV inhibitor: qHTS Assay for Inhibitors of Hepatitis C Virus (HCV); Huh7.5.1 HCVcc-Cre infection, luciferase reporter, 44 h; Potency, µM (highest dose often 41.8 µM), for inactives: at the highest dose activity change, negative = inhibition, hits mostly inhibitors; 340,000 tested, 3.4% active; also: potency is read from the fitted curve at half-maximal effect
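Antiviral activity was scored by luciferase reporter output from cells infected with HCVcc-Cre (~0.5 moi) in presence of compound, 44 h infection period, cells seeded 1,000/well 4 h prior.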
Sm TGR block: qHTS Assay for the Inhibitors of Schistosoma Mansoni Peroxiredoxins | Potency, µM (doses to about 114 µM), for the others: top-dose activity change, negative = inhibition, usual class: inhibitors | purified TGR, DTNB reduction, TNB absorbance 405 nm | Schistosoma mansoni thioredoxin glutathione reductase (TGR), Q962Y6 | 360,000 tested, 3% active; also: potency is read from the fitted curve at half-maximal effect; nearly all actives have a fitted effect of over 60% in size
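TGR 20 nM + NADPH 100 uM (dispensed conc.), cpd preinc 15 min RT; start with NADPH (500 uM addition) then DTNB (15 mM addition). Kinetic TNB absorbance, 405 nm filter. Four-parameter Hill fit across titration.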
Giardia FBPA inh: qHTS Assay for Inhibitors of Fructose-1,6-bisphosphate Aldolase from Giardia Lamblia. A8B2U2. purified Giardia FBPA. Potency, µM (highest dose often 59.6 µM), for inactives: at the highest dose activity, negative = inhibition, most hits filed as inhibitors. 290,000 tested, 0.71% active; also: potency is read from the fitted curve at half-maximal effect; nearly all actives have a fitted effect of over 55% in size
Target sequence (A8B2U2 whole entry, looked up): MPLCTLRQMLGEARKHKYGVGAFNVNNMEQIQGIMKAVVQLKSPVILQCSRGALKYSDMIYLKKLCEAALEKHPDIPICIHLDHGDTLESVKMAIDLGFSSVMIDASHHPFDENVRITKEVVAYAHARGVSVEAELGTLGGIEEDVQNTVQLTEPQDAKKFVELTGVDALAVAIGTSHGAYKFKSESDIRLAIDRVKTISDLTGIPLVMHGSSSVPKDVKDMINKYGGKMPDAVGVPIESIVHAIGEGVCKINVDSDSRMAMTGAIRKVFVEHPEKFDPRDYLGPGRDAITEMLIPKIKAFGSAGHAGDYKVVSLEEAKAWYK
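Giardia FBPA (40 nM reagent) was preincubated 10 min at RT with compound (up to 57.5 uM final), then substrate plus GAPDH/TPI/NAD/arsenate coupling system with diaphorase/resazurin was added; resorufin fluorescence (525/598 nm) was read after 20 min.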
AmpC detergent: qHTS Inhibitors of AmpC Beta-Lactamase (assay with detergent) | P00811 | AmpC hydrolysis of nitrocefin, absorbance 480 nm, 0.01% Triton | Potency, µM (highest dose often 114 µM), for inactives: top-dose activity change, negative = inhibition, most hits filed as inhibitors | 370,000 tested, 0.041% active;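 also: potency is read from the fitted curve at half-maximal effect; 0% = no-compound wells and -100% = no-enzyme wells; nearly all actives have a fitted effect of over 25% in size; some results filed as inactive show a strong effect at the top dose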
Target sequence (P00811 whole entry, looked up): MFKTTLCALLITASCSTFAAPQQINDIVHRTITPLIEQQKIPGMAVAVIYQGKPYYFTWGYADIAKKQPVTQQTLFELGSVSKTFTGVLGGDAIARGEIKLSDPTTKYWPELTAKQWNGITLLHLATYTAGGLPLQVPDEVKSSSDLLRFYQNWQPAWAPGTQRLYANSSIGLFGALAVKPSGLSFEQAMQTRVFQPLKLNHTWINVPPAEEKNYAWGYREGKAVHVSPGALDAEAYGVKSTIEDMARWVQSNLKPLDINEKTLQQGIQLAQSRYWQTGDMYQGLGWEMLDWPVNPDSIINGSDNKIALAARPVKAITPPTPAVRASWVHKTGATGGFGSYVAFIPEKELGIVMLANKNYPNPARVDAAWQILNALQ
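AmpC (5.3 nM in the dispensed reagent) in 20 mM phosphate pH 7.0 with 0.01% (detergent screen) or 0.0001% Triton X-100 was preincubated with compounds for 15 min at room temperature. Nitrocefin was then added from an 800 uM solution, and hydrolysis was followed at 480 nm.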
AMA1 RON2 block: qHTS for Inhibitors of AMA1-RON; Towards Development of Antimalarial Drug Lead: Primary Screen. Plasmodium falciparum AMA1 (3D7) - RON2 peptide interaction. AlphaScreen AMA1-biotinylated RON2 peptide binding. Potency, µM (series often up to 58.2 µM), for the others: at the top dose activity change, negative = inhibition, most hits filed as inhibitors. 360,000 tested, 0.2% active. AID 720542, 2013;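 also: potency is read from the fitted curve at half-maximal effect; 0% = vehicle wells and -100% = peptide control; nearly all actives have a fitted effect of over 45% in size; some results filed as inactive show a strong effect at the top dose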
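AMA1 (3D7) with his tag at 25 nM final met compounds first, then biotinylated RON2 peptide at 25 nM; detection used donor plus acceptor beads, 10 µg/mL apiece, read by AlphaScreen after 30 min at room temperature.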
Numbers without * were called inactive; ? = inconclusive; . = not tested or not shown; & = joins results of further samples; [ ] = dose if it differs, or a comment. Unless noted, calls follow the shape of the dose curve; as a rule, active = well fitted curve in the direction sought with a large enough effect; inconclusive = small, poorly fitted or top-dose-only effect, or another doubt; inactive = no such curve, though single readings can be large; an effect the other way counts as inactive or inconclusive. Unless noted, % is scaled to controls: 0 for no effect and ±100 for the full control effect. Hits appear at their usual frequency; 9.3% or so of the library scored in one or more.

Structure,HCMV antiviral,HCV inhibitor,Sm TGR block,Giardia FBPA inh,AmpC detergent,AMA1 RON2 block
CC1=CC(C)(C)Nc2ccc(OC(=O)CN3C(=O)c4cccc5cccc(c45)C3=O)cc21,-78*,?,?,?,4%,?
CCCCn1c(N)c(N(CC(C)C)C(=O)c2oc3ccc(Br)cc3c2C)c(=O)[nH]c1=O,-12,-8%,-5%,.,-1%,-1%
COc1ccccc1CNC(=O)c1cnn2c(C)c(Cc3ccc(F)cc3)c(C)nc12,6,.,17%,.,9%,.
COc1ccc(NC(=O)Cn2c(=O)n(CCc3ccccc3)c(=O)c3sc4ccccc4c32)cc1,31,.,0%,.,-8%,.
CCCn1c(=N)n(CC(=O)OCC)c2ccccc21,-16,12%,-4%,-3%,-3%,15%
COc1cccc(NC(=O)CSc2nnc(Cn3nnc4ccccc43)n2C)c1,-12,8%,-2%,2%,-13%,-5%
COCCNC(=O)c1ccccc1NC(=O)c1cc(OC)cc(OC)c1,-3,-10%,0%,-1%,-10%,21%
O=S(=O)(Nc1cccc(-c2ccc(N3CCCCC3)nn2)c1)c1ccc(Cl)s1,84,.,5%,.,11%,.
CC(=O)NNc1ncnc2c1cnn2-c1ccc(C)c(C)c1,30,17%,1%,-1%,1%,121%[activator]
COc1cc(C(=O)OCC(=O)NC2CCCCC2)cc2c1OCCO2,2,-5%,-3%,.,-1%,3%
O=C(NCCc1ccccc1)C(c1ccc(F)cc1)N(C(=O)c1csnn1)C1CC1 (configuration not stated),-9,3%,7%,-2%,-7%,-3%
COc1cc(NC(=O)N2CCOCC2)cc(OC)c1,5,1%,-3%,-9%,-5%,3%
CCOc1ccc(N2Cc3ncccc3C2=O)cc1,68,1%,-16%,-1%,?,0%
O=C1CC(NCC2CCCO2)C(=O)N1c1ccc(Cl)cc1 (configuration not stated),-35,-8%,?,-6%,-3%,20%
COc1cc(NC(=O)Cn2c(=O)n(CC3CCCO3)c(=O)c3cc(OC)c(OC)cc32)cc(OC)c1 (configuration not stated),110&-9,-4%,-18%&5%,-3%,?,0%
Cc1noc(C)c1COc1ccccc1C(=O)NCCOc1ccccc1F,2,?,4%,.,5%,7%
Cc1nc([N+](=O)[O-])cn1CC(=O)Nc1ccc(F)c(Cl)c1,-10,5%,-23%,3%,?,10%
c1csc(-c2nc3ccccn3c2NC2CCCCC2)c1,-30,-15%,1%,-2%,?,-30%
O=C(OCC(O)COc1ccccc1)c1ccc([N+](=O)[O-])cc1 (configuration not stated),-16,3%,8%,5%,-4%,2%
Nc1nonc1C(=O)OCC(=O)N1CCOCC1,-35,-10%,6%,3%,-11%,4%

Molecules above with a Cl atom:
Structure,HCMV antiviral,HCV inhibitor,Sm TGR block,Giardia FBPA inh,AmpC detergent,AMA1 RON2 block
O=S(=O)(Nc1cccc(-c2ccc(N3CCCCC3)nn2)c1)c1ccc(Cl)s1,84,.,5%,.,11%,.
O=C1CC(NCC2CCCO2)C(=O)N1c1ccc(Cl)cc1 (configuration not stated),-35,-8%,?,-6%,-3%,20%
Cc1nc([N+](=O)[O-])cn1CC(=O)Nc1ccc(F)c(Cl)c1,-10,5%,-23%,3%,?,10%

New compounds follow
Structure,HCMV antiviral,HCV inhibitor,Sm TGR block,Giardia FBPA inh,AmpC detergent,AMA1 RON2 block
Cc1ccc(-n2ccc(=O)c(C(=O)Nc3ccc(S(=O)(=O)Nc4nccc(C)n4)cc3)n2)cc1,-26,6%,-11%,-21%,2%,-2%
COc1cc(C2NC(=S)NC(c3ccccc3)=C2C(C)=O)ccc1O (configuration not stated),-37,-2%,0%,1%,2%,7%
COc1cccc(N(C(=O)c2ccco2)c2nc(-c3sc(NC(=O)c4ccco4)nc3C)cs2)c1,?,4µM*,8%,0%,0%,13%
CCc1ccc(CNC(=O)C2CCN(S(=O)(=O)N3CC(C)CC(C)C3)CC2)cc1 (configuration not stated),?,?,-12%,2%,0%,-13%
Cc1ccccc1C(=O)N1CCC(C(=O)Nc2ccc(S(=O)(=O)N3C(C)CCCC3C)cc2)CC1 (configuration not stated),?,?,.,.,.,-3%
Cc1ccc(OCC(=O)NCc2ccco2)c([N+](=O)[O-])n1,96,-11%,.,1%,7%,1%
CC(C)(C#N)C(C)(C)c1nn[nH]n1,2,9%,8%,-2%,?,-2%
CN(c1ccccc1)c1nc(N)c([N+](=O)[O-])c(Nc2ccccc2)n1,-11,5.6µM*,23%,2%,1%,-12%
Cc1cc(N2CCCCC2C)nc(-c2ccccc2O)n1 (configuration not stated),-32,?,5%,5%,1%,-11%
O=[N+]([O-])c1cccc(OCCCN2CCC(Cc3ccccc3)CC2)c1,18,-24%,.,.,.,-1%
Cc1nn(-c2ccccc2)c(NC(=O)c2cccs2)c(-c2ccccc2Cl)c1=O,44,7%,104%[activator],6%,-11%,-10%
O=C(O)c1cc(C2CC2)nn1-c1ccccc1,4,11%,-24%,-8%,-9%,2%
O=C(Nc1ccc(Cl)cc1C(=O)c1ccccc1)c1cc(Cl)cc(Cl)c1,5,.,1%,.,4%,.
O=S(=O)(NCCCCCNS(=O)(=O)c1ccccc1)c1ccccc1,-34,-21%&-21%,1%,3%,-3%,-9%
c1ccc2c(c1)CCCC2C1=NCCN1 (configuration not stated),-25,-9%[8.37 µM],-3%,-5%&-7%&9%,?,-12%
O=C(Nc1ccc(F)cc1)c1ccc2nc[nH]c2c1,50,11%,-19%,4%,?,0%
CCOc1ccc(N(CC(=O)NCCSCc2ccco2)S(=O)(=O)c2ccc(F)cc2)cc1,-8,25%,4%,.,7%,4%
COc1ccc(NC(=O)Nc2cccc(F)c2)c(OC)c1,30,-27%,9%,-14%,-11%,?
O=C(O)CCn1c(=S)n(CCC(=O)O)c2ccccc21,15,11%,0%,9%,-9%,-10%
O=c1c2ccccc2nc(/C=C/c2ccccc2)n1CCCO,?,-7%,6%,-4%,-5%,-13%
COC(=O)CN1C(c2ccc(OC)cc2)=Nc2ccc(Cl)cc2C1c1ccccc1 (configuration not stated),27,22%,-14%,0%,-1%,14%
Cc1ccc(C(=O)N2CCC3(CC2)Oc2ccc(F)cc2C(=O)C32CC(c3cccnc3)=NO2)s1 (configuration not stated),-4,10%,0%,1%,1%,-13%
O=[N+]([O-])c1ccc2nc(/C=C/c3ccc(Cl)cc3)[nH]c2c1,-86*,?,-7%,?,0%,-12%
CCSc1ccccc1C(=O)n1nnc2ccccc21,-27,?,20µM*,-2%,?,12%
Fc1ccc(Nc2nnc(C(F)(F)F)s2)cc1,-2,-2%,-2%,0%,-6%,-1%
Fc1ccc(CSc2nnc(-c3ccncc3)o2)cc1,13,7%,.,-2%,4%,-14%
c1ccc(-c2noc(CN3CCCC(OCc4ccccn4)C3)n2)cc1 (configuration not stated),-11,-1%,-5%,3%,-5%,3%
CC(NC(=O)C12CC3CC(CC(C3)C1)C2)c1ccc2c(c1)OCCO2 (configuration not stated),-38,1%,-1%,2%,3%,1%
CC(C)Cn1cnc2c(c1=N)C(c1ccccc1)C1=C(CC(C)(C)CC1=O)O2 (configuration not stated),-16,?,-21%,-1%,0%,-12%
Cc1noc(C)c1S(=O)(=O)N(C)C[C@H]1Oc2ccc(NS(=O)(=O)c3ccccc3)cc2C(=O)N([C@H](C)CO)C[C@@H]1C,-32,9%,.,.,.,2%
CCOC(=O)C1=CN(CC)S(=O)(=O)NC1c1ccc(C(F)(F)F)cc1 (configuration not stated),-23,-13%[8.37 µM],.,.,.,2%
O=C(N/N=C/c1ccco1)c1cc(=O)[nH]c2ccccc12,-17,21%,0%,-1%,-2%,26%
Nc1cc(=O)[nH]c(SCC(=O)NCC2CCCO2)n1 (configuration not stated),36,15%,6%,3%,-5%,21%
N#Cc1cccc(NC(=O)CNc2cccc(S(=O)(=O)N3CCCC3)c2)c1,-26,2.5µM*,-3%,.,2%,14%
CCCc1nc(NCc2ccco2)c(C#N)c2c1COC(C)(C)C2,?,12%,-27%,1%,?,-2%
CCOC(=O)c1[nH]c(C)c(C(=O)N2CCN(C(=O)c3ccco3)CC2)c1C,-4,-3%,-30%,1%,?,-12%
Cc1cccc(C(C)C)c1NC(=O)C(C)OC(=O)Cc1n[nH]c(=O)c2ccccc12 (configuration not stated),-1,-6%,4%,.,-1%,5%
Cc1c(CN2CCCC(C(=O)c3cccc(OC(C)C)c3)C2)c(=O)n(-c2ccccc2)n1C (configuration not stated),3,4%,.,2%,-10%,-7%
Cc1ccc2c(C)c(C(=O)N(C)Cc3ccncn3)oc2c1C,44,-13%,-1%,.,-2%,-8%
Nc1ncc(Br)cc1S(=O)(=O)Nc1cc(C(F)(F)F)cc(C(F)(F)F)c1,-101*,?,-17%,.,-5%,-21%
CCC(C)NC(=O)COC(=O)c1cc([N+](=O)[O-])ccc1Sc1nc(C)cs1 (configuration not stated),-33,?,-13%,-2%,?,-3%
O=c1[nH]c2ccccc2c(O)c1-c1ccccc1,0,8%,28%,-1%,3%,-9%
CC(C)CNC(=O)/C=C/C=C/CCCCCC/C=C/c1ccc2c(c1)OCO2,-15,3%,.,.,.,2%
COc1ccc2cc(C(C)=O)c(=O)oc2c1,-22,0%,2%,-5%,2%,24%
Cc1ccc(-c2nc(C)c(CCNC(=O)c3cccs3)s2)cc1,13,.,-7%,.,1%,.
Cc1ccc(S(=O)(=O)N2CCOCC2)cc1NC(=O)COC(=O)c1ccc(Cl)s1,2,11%,.,.,.,21%
Cc1ccc(NC2CCCN(C(=O)c3cn(C)c4ccccc34)C2)cc1C (configuration not stated),20,?,-17%,.,-3%,-16%
O=C(c1ccc(Cl)cc1)N1CCN(c2cccc3[nH]ccc23)CC1,-10,-14%,-1%,-1%,9%,-10%
CCN(CC)CCCn1c(=S)[nH]c2ccccc2c1=O,33,-2%,0%,-15%,-4%,3%
OC(c1ccccc1)c1nc2ccccc2n1Cc1c(F)cccc1Cl (configuration not stated),-11,.,6%,.,20%,.
CCS(=O)(=O)N1N=C(c2ccccc2)CC1c1ccc2nccnc2c1 (configuration not stated),?,-7%,-2%,-1%,-9%,11%

Individual results from the results shown.
Under AmpC detergent, COc1ccc2cc(C(C)=O)c(=O)oc2c1 has 2%
Under HCMV antiviral, OC(c1ccccc1)c1nc2ccccc2n1Cc1c(F)cccc1Cl (configuration not stated) has -11
